From PubChem BioAssay
mHtt clearance: clearance of mutant huntingtin inclusions, primary screen, imaging, HeLa Exon1htt(103Q)mCFP, confocal imaging; AID 853, 2007; inhibition, % at 1.5 µM; 47,000 compounds, 0.42% hits; aggregate imaging; zero = plate's median compound well;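 active = inhibition of aggregate fluorescence above about 70%, also judged a hit by eye on the cell image, limit read from the data, passing the limit was not always enough; inconclusive = no rule stated for this call; inactive = not judged a hit on image review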;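 note: cells exposed to compound for three days before fixation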
mHtt clearance grain fraction: recorded beside mHtt clearance, whose call it bears; fraction fluorescence in grains; measured here: aggregate grain fluorescence fraction; active compounds read low;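 scaled fraction of total cell fluorescence in grains with unit not stated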
Starred values were filed as active, the others as inactive; u = inconclusive; x = not tested or not shown. These rows are one share of the data (hit frequency here may not be typical).

SMILES	mHtt clearance	mHtt clearance grain fraction
Cc1c(N(C)C(=O)C2CCCN2S(=O)(=O)c2ccccc2)c(=O)n(-c2ccccc2)n1C (stereo not drawn)	15.9	14.9
COc1ccc(CCNC(=O)CS(=O)Cc2nc(-c3cccs3)oc2C)cc1OC (stereo not drawn)	30.1	25.8
Cc1cc(=O)[nH]c(SCC(N)=O)c1C#N	28.1	24.5
CCOC(=O)Cc1ccc(NS(=O)(=O)c2ccc(SC)cc2)cc1	24.3	14
COc1ccc(CN(C(=O)CN2C(=O)C(C)Oc3ccccc32)C2CCCC2)c(OC)c1 (stereo not drawn)	-18.2	45.1
COc1ccc2oc(=O)c(C(=O)NCc3ccccn3)cc2c1	-17.4	22
Cc1ccc(C)c(N(CC(=O)NCCSCc2ccco2)S(C)(=O)=O)c1	6.7	19.6
CCCn1c(C(Cc2ccccc2)NC(=O)COC)nc2ccccc21 (stereo not drawn)	59.3	16.7
CC(c1ccccc1)N1C(=O)c2ccccc2C1O (stereo not drawn)	24.2	39.5
CCn1cc(C(=O)NCC2CCCO2)c(=O)c2cc(S(=O)(=O)N(C)C3CCCCC3)ccc21 (stereo not drawn)	-7.5	33.2
CCOC(=O)C1CCCn2c1nc1sc3c(c1c2=O)CCCC3 (stereo not drawn)	-9.4	21.3
COc1ccccc1-n1cnnc1SCC(=O)c1ccc[nH]1	-27.7	20.6
N#CC(C(=O)C12CC3CC(CC(C3)C1)C2)c1nc2ccccc2[nH]1 (stereo not drawn)	-14.1	23.1
CN1C(=S)SC(C)(NO)C1(C)C (stereo not drawn)	21.1	16.1
O=C(Cn1cnc2c(cnn2-c2ccc(F)cc2)c1=O)N1CCN(c2ccccc2)CC1	48.6	9.24
CSCCC(C(=O)N1CC2(C)CC1CC(C)(C)C2)N1C(=O)c2ccccc2C1=O (stereo not drawn)	3.7	19.3
C=CCN(C(=O)CNC(=O)c1ccco1)C(C(=O)NC1CCCCC1)c1ccc(F)cc1 (stereo not drawn)	10.1	18.2
CCCn1c(=N)n(CC(O)c2ccco2)c2ccccc21 (stereo not drawn)	-67.9	64.5
COc1ccc(NC(=O)C(Cc2ccccc2)NC(=O)c2ccco2)cc1OC (stereo not drawn)	u	x
CCOC(=O)C1CCCN(C(=O)c2sc3nc(-c4ccc(F)cc4)cn3c2C)C1 (stereo not drawn)	9.4	34.8
CCO/C=C1/C(=O)N(C(C)=O)c2ccccc21	1.9	20.2
Cc1nnc(Sc2nc3c(c(=O)[nH]c(=O)n3C)n2CCCc2ccccc2)s1	-5.9	51.1
O=C1NCCCc2nonc21	34.9	19.8
CSCCC(NC(=O)c1ccco1)C(=O)OCC(=O)Nc1sccc1C#N (stereo not drawn)	36.0	11.5
COc1ccc(NC(=O)N2CCc3ccccc32)cc1	-4.4	24.4
CCCc1nn(C(=O)c2ccccc2)c2c1C(=O)CC(C)(C)C2	-59.4	28.4
O=C(CCCN1C(=O)c2ccccc2C1=O)NCCC1=CCCCC1	-30.5	23.3
O=C(CSc1nc(C2CC2)nc2ccccc12)N1CCc2ccccc2C1	-3.9	44.9
COc1ccc(C2=NOC(C(=O)Nc3c(C)n(C)n(-c4ccccc4)c3=O)C2)cc1OC (stereo not drawn)	7.8	48
CC1(CCc2ccccc2)NC(=O)N(Cc2nnc(-c3ccccc3Br)o2)C1=O (stereo not drawn)	-13.0	43.4
O=C(c1ccc(F)cc1)n1ccc(-c2cnc(-c3ccccc3)s2)n1	13.6	17.4
COCC(=O)N(Cc1nc2ccccc2c(=O)[nH]1)Cc1cccs1	-33.5	22.2
CN(C)c1ccc(-c2nn3c(C4CCCCC4)nnc3s2)cc1	4.8	33.9
Cc1cc(C)c2nc(N3CCN(C)CC3)c(C#N)cc2c1	-7.2	38.1
Cc1cccnc1NC(=O)CCCN1C(=O)c2ccccc2C1=O	4.3	18.7
CCOc1nc(Nc2ccc(OC)c(Cl)c2)nc(N2CCN(c3ccc(OC)cc3)CC2)n1	-2.8	20.1
O=C(NCc1ccccn1)C1CCN(S(=O)(=O)c2ccccc2)CC1	22.9	28.6
CCc1ccccc1NC(=O)c1cnc2scc(C)n2c1=O	-5.0	35.2
Cc1ccc(C(C(=O)NC2CCCC2)N(Cc2ccc3c(c2)OCO3)C(=O)Cc2cccs2)cc1 (stereo not drawn)	-39.3	25
O=C(CCCN1CCC(c2ccccc2)C1)c1ccc2c(c1)OCCO2 (stereo not drawn)	-40.7	51.9
O=C(CSc1nc2ccccc2c(=O)n1-c1ccc(Cl)cc1)c1ccco1	17.9	31.3
CCOc1ccc(NC(=O)Cn2nnc(C(=O)NCc3ccccc3OC)c2N)cc1	-44.5	52.2
Cn1c(=O)cc(-c2ccccc2)c2ccccc21	26.2	14.4
Cc1cc(C)c(C)c(OCC(=O)N2CCCCCC2)c1	-13.5	22.2
CN(C(=O)c1cnccn1)c1nnc(-c2cnccn2)s1	7.2	39.2
COc1ccc(C)cc1-n1c(SCC(=O)Nc2cc(C)on2)nc2sc(C)c(C)c2c1=O	1.8	33.2
Cc1ccc(S(=O)(=O)N2CCN(c3nc4ccccc4nc3-n3nc(C)cc3C)CC2)cc1	12.2	32.8
O=C(NCc1nnc(SCC(=O)N2CCN(c3ccccc3)CC2)o1)c1ccco1	-87.1	69.9
N#C/C(=C\c1ccc(O)c(O)c1)S(=O)(=O)c1ccccc1	6.4	17.9
CCOC(=O)C1CCN(C(=O)N2CCOCC2)CC1	12.3	15.7
Cc1cc(C=O)c(C)n1-c1ccc(N2CCCC2)c([N+](=O)[O-])c1	-5.5	46.4
Cc1cc(C)c2c(n1)nn1c(-n3ccnc3)cc(C)nc21	-56.9	67.2
Brc1cccc(OCCOCCn2ccnc2)c1	-4.1	20.6
Brc1ccc(-c2nn3c(-c4ccccn4)nnc3s2)o1	42.6	19.5
COC(=O)C1=C(C)Nc2ncnn2C1c1ccc(C)o1 (stereo not drawn)	-19.0	38.3
Cc1cccc(N2CCN(C(=O)c3ccncc3)CC2)c1C	-7.4	20.1
CNC(=O)CN(c1ccc2c(c1)OCCO2)S(C)(=O)=O	3.7	31.1
COC(=O)C1=C(C)N=c2s/c(=C/c3cccs3)c(=O)n2C1c1ccc(F)cc1 (stereo not drawn)	4.5	18.6
O=C(NCc1ccccc1)c1c(F)c(F)c(F)c(F)c1F	5.2	29.5
Cc1cc2n(n1)SC(Nc1ccc(F)c(Cl)c1)N2 (stereo not drawn)	-117.9	41.7

Further structures
SMILES	mHtt clearance	mHtt clearance grain fraction
CS(=O)(=O)Nc1ccccc1C(=O)Nc1ccc2c(c1)OCCO2	-34.6	23.1
OCCn1c(CSc2nnc(-c3ccco3)n2-c2ccccc2)nc2ccc(Cl)cc21	47.5	8.63
Cc1cc(S(=O)(=O)NCCN(C)C)c(C)s1	2.5	20
CC(C)(Oc1ccc(Cl)cc1)C(=O)NCCCn1ccnc1	-9.9	46.4
C=CCNC(=O)c1cccc(Br)c1	-14.4	24.6
COC(=O)Cc1c(C)c2cc(Cl)c(OC(=O)c3ccco3)cc2oc1=O	25.6	15.3
Cc1ccnc(NS(=O)(=O)c2ccc(NS(=O)(=O)c3cccs3)cc2)n1	2.5	43.1
COc1ccc(C(O)CNc2ccc(C)cc2)cc1 (stereo not drawn)	13.4	17.5
